Bioassay records (PubChem)
Lmaj promast – Leishmania major promastigote growth inhibition, primary screen; Leishmania major promastigotes, resazurin fluorescence viability; inhibition, % at 10 µM; 200,000 compounds, 9% hits; AID 1063, 2008;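 further: promastigotes grown with compound for 44 hours at 28 °C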
S1P3 antagonist – S1P3 receptor antagonists, primary screen, cell-based. AID 485, 2006. Sphingosine 1-phosphate receptor 3 (Homo sapiens), Q99500. inhibition, % at 4.98 µM. CHO S1P3 NFAT-BLA reporter, FRET fluorescence, antagonist mode. 170,000 compounds, 0.27% hits;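 active means inhibition above the plate cutoff, the mean inhibition of test wells on that plate plus 3 SD, cut at about 28% in these data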;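 further: cells challenged with S1P at its EC80 of 0.8 µM; blue over green emission ratio from cleaved BLA substrate after 4 h stimulation; 0% = S1P-stimulated wells and 100% = unstimulated DMSO-only wells; some compounds past the cut are filed as inactive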
DTT redox prof – compounds producing H2O2 with reducing agent – biochemical, NIH compound library profiling, artefact control for MLSCN library redox annotation, primary screen. 200,000 compounds, 0.03% hits. DTT-dependent redox cycling H2O2, phenol red/HRP absorbance; 100% = 100 µM peroxide control, 0% = buffer. activation, % at 10 µM;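 active means activation of at least 50% relative to the plate's high and low controls in the primary single-dose screen; inactive means activation below 50%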;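 further: compound incubated with DTT at 0.8 mM final as the reducing agent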
PMI act – activators of human PMI, primary screen, biochemical, fluorescence intensity, near-Km mannose 6-phosphate | Mannose-6-phosphate isomerase (Homo sapiens), P34949 | purified human PMI, coupled resazurin fluorescence, 20 min; stronger effect = higher value; 1 = vehicle control, 0 substrate-free wells | activation factor at 20 µM | 190,000 compounds, 0.005% hits | AID 1214, 2008;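 active means activation factor of 2 or more at 20 µM, relative to plate controls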
Diaph inh CS – diaphorase inhibitors and chemical oxidizers, primary screen, counter-screen for diaphorase-coupled primary assays, biochemical, uHTS, resorufin fluorescence | inhibition, % at 20 µM | diaphorase resazurin-to-resorufin fluorescence, NADH, 16 min; bacterial (C. kluyveri) enzyme, not human | 190,000 compounds, 0.69% hits;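 active means primary screen inhibition at 20 µM above a set limit, cut at about 50% in these data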;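 further: plate controls were DMSO with full reaction for no effect and wells lacking NADH for full effect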
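Assay system: diaphorase enzyme from Clostridium kluyveri; Input: enzyme working solution with 0.14 U/mL diaphorase; Timing: 16 min at room temperature; Technique: resorufin fluorescence, excitation 544 nm, emission 590 nm; Benchmarks: positive control minus NADH, DMSO neutral control.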
Diaph act CS – compounds boosting diaphorase resazurin reduction – biochemical, uHTS, resorufin fluorescence, counter-screen for diaphorase-coupled primary assays, primary screen; Diaphorase/resazurin coupled assay, 16 min; stronger effect = higher value; 1 = vehicle wells, 0 = NADH-free wells; activation factor at 20 µM; 190,000 compounds, 0.005% hits; AID 1229, 2008;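 active means diaphorase activity raised at least twofold by the compound at 20 µM; inactive means activation factor below 2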
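Assay system: bacterial diaphorase enzyme (C. kluyveri) / Input: enzyme 0.07 U/mL final / Medium: 50 mM HEPES pH 7.4 with 4.542 mM MgCl2, 0.005% Tween 20 / Doses: single compound dose of 20 µM, 1% DMSO final / Incubation: 16 min enzyme reaction, ambient temperature / Signal: fluorescence, excitation 544 nm and emission 590 nm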
RAM network inh – inhibitors of the yeast RAM network, primary screen, dse1pr::URA3 reporter, 5-FOA selection; S. cerevisiae dse1pr::URA3 reporter, 5-FOA growth OD615, 2 d; analog-sensitive cbk1-as2 kinase mutant strain; inhibition, % at 50 µM; 190,000 compounds, 1.8% hits;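 active means inhibition above a set limit, 3 SD over mean compound inhibition, cut at about 8.4% in these data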;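 further: 0% = DMSO-only wells with no growth and 100% = 10 µM 1-NA-PP1 full growth; inhibition rescues growth on 5-FOA so higher OD means more RAM inhibition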
TLR4-MyD88 BLA – inhibitors of TLR4-MyD88 association in cells, primary screen, cell-based, HeLa CL3-4, BLA complementation, FRET ratio. Toll-like receptor 4 (Homo sapiens) + Myeloid differentiation primary response protein …. HeLa CL3-4 TLR4/MyD88 BLA complementation. inhibition, % at 8.4 µM. 200,000 compounds, 0.18% hits; in the data active means inhibition above about 25%;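 further: 0% = vehicle and 100% = reference inhibitor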
Target sequence (O00206 whole entry, looked up): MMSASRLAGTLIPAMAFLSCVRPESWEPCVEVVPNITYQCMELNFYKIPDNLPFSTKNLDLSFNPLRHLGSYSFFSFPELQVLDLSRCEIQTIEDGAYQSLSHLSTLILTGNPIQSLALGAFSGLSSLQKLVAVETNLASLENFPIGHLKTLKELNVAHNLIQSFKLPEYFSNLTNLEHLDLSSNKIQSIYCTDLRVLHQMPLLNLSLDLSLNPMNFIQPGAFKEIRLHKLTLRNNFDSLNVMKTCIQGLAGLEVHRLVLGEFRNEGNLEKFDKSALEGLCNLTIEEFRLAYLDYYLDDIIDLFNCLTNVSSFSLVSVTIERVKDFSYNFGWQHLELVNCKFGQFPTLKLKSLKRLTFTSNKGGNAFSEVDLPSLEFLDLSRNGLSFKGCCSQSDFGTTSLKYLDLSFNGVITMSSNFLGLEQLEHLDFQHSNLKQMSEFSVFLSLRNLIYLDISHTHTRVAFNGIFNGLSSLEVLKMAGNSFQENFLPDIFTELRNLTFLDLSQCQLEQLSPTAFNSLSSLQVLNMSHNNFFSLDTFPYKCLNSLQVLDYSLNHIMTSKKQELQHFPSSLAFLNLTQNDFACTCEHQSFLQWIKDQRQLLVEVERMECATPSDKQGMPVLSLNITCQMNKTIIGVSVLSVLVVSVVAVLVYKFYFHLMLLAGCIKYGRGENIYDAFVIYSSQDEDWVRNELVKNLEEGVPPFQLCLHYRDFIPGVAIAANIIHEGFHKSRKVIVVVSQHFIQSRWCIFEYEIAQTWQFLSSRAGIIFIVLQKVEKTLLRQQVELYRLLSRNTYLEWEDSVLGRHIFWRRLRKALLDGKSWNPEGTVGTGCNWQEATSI
Target sequence (Q99836 whole entry, looked up): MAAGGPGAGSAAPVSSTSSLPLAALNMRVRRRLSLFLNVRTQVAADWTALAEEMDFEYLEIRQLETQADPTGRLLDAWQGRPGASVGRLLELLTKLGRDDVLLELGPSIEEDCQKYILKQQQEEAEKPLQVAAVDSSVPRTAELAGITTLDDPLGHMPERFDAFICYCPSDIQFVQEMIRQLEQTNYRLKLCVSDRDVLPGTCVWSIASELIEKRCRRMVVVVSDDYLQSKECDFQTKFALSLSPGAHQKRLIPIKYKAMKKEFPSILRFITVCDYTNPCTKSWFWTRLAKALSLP
G6PDH counter – L. mesenteroides G6PDH inhibitors, counter-screen for G6PDH-coupled screening assays, biochemical, Leuconostoc mesenteroides enzyme; 200,000 compounds, 0.12% hits; AID 1020, 2008; inhibition, % at 5 µM; Purified L. mesenteroides G6PDH, diaphorase/resazurin coupled fluorescence, 45 min; glucose-6-phosphate dehydrogenase [Leuconostoc mesenteroides]
Hsp70 act – Hsp70 transcriptional activators, primary screen, cell-based, HeLa, Hsp70 promoter luciferase, luminescence, 10 µM; HeLa Hsp70 promoter luciferase reporter; scaled: vehicle 0, proteasome-inhibitor control 100%; activation, % at 10 µM; 200,000 compounds, 0.04% hits; AID 1203, 2008;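 active means activation above the mean across all tested compounds plus 3 SD, cutoff set per campaign, cut at about 5.5% in these data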;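 further: 100% = MG132 at 30 µM as the positive control and 0% = DMSO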
PMI act hi M6P – human PMI activators, high substrate, primary screen, biochemical, fluorescence intensity, near-saturating mannose 6-phosphate; Mannose-6-phosphate isomerase (Homo sapiens), P34949; coupled PMI enzyme assay, resazurin fluorescence, 20 min; stronger effect = higher value; 1 = untreated enzyme, 0 = substrate-free blank; activation factor at 20 µM; 190,000 compounds, 0.34% hits; AID 1216, 2008;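 active means activation factor of 2 or more at 20 µM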
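Test system: human phosphomannose isomerase with PGI, G6PDH, diaphorase coupling enzymes / Doses: 20 µM compound, 1% DMSO / Times: enzyme reaction with compound 20 min at room temperature / Measured by: Diaphorase-driven resazurin-to-resorufin fluorescence, excitation 544, emission 590 nm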
* = called active by the depositor; x = no result given. Unless noted, no stated cut-off is given here; in the data, active means inhibition above about 50%; inactive means the rest.

Molecule,Lmaj promast,S1P3 antagonist,Hsp70 act,G6PDH counter,Diaph act CS,Diaph inh CS,PMI act hi M6P,DTT redox prof,RAM network inh,PMI act,TLR4-MyD88 BLA
O=C(NN=C1CCCC1)C(=O)Nc1cccc(C(F)(F)F)c1,-4,x,-0.2,-5,0.9,14,0.9,-4.2,0.3,0.9,-17
Cc1ccc(C(=O)C2CCN(CC(=O)N3CCN(c4ccc(F)cc4)CC3)CC2)cc1,89*,-11,-0.2,0,0.9,8,1,-0.3,2.6,1,-17
COc1ccc(C)cc1-n1nnnc1SCC(=O)c1ccc2c(c1)OCCO2,7,-8,-0.3,7,0.9,13,1,1.2,2.0,1,-5
CCc1c(C)sc2nc3c(C(=O)N4CCOCC4)cc(C(=O)c4cc(F)ccc4O)cn3c(=O)c12,46,-19,-0.3,8,0.7,32,0.8,-1.8,3.4,0.9,10
Cc1ccccc1Oc1cc(NC(=O)CCCn2nc(C)c([N+](=O)[O-])c2C)cc([N+](=O)[O-])c1,98*,-5,-0.1,3,0.8,22,0.9,0.8,8.2,0.8,-6
Cc1ccc(C(=O)NC(=S)Nc2ccc3c(c2)OCCO3)c(C)c1,0,x,-0.1,11,0.7,28,0.8,1.7,2.1,0.8,-2
O=C(CNS(=O)(=O)c1cccc(Cl)c1)OCc1csc(-c2ccccc2)n1,-1,12,-0.5,-5,0.7,29,0.9,-0.4,6.4,0.8,2
O=C(NCc1cccnc1)NC1CCCN1S(=O)(=O)c1ccc(Cl)cc1 (stereo unspecified),-4,0,-0.3,3,1,4,1,-1.4,2.5,1,-7
CCOC(=O)CN(C(=O)CSc1nnc(C)n1-c1ccccc1)c1cccc([N+](=O)[O-])c1,3,x,-0.2,-1,0.9,9,1.1,0.7,-0.8,1,-8
COCCSc1ccccc1C(=O)NCCCn1ccnc1,11,-18,0.1,2,0.9,6,0.9,9.7,0.5,0.9,2
O=C(NCC1CCCO1)C(c1cccs1)N(C(=O)Cn1nnc(-c2cccs2)n1)C1CCCC1 (stereo unspecified),0,x,-0.4,4,0.6,36,0.7,-0.8,5.5,0.8,-1
CN(C(=O)N1CCN(c2ccccn2)CC1)c1ccccc1,-8,x,0.1,19,1,4,1,1.8,1.9,1.1,2
CC(C)CCOc1cccc(OCC(=O)O)c1,-3,-10,0.0,4,1.1,-15,1.2,-0.1,0.2,1.2,4
COc1ccc(/C=C/C(=O)Nn2cnnc2)cc1,7,-9,-0.2,6,1,-4,1.1,-0.6,3.1,1.1,-4
CN1CCN(S(=O)(=O)c2ccc(NC(=O)c3ccc(Br)s3)cc2)CC1,4,-13,-0.5,0,0.8,20,0.9,0.8,0.7,0.9,-4
COC(=O)C1=C(C)NC(=O)NC1c1cn(-c2ccccc2)nc1-c1cccs1 (stereo unspecified),1,x,-0.3,3,0.8,22,0.8,-0.5,0.9,0.8,-10
Cc1ccc2c(c1)NCC(C(=O)NC1CCC(C)CC1)O2 (stereo unspecified),-7,-14,0.9,12,1.1,-5,1,0.7,1.3,1,0
Cc1ccc(Nc2nc(C(=O)N3CCC(C(=O)N4CCN(C)CC4)CC3)cs2)cc1,1,-34,-0.1,5,0.9,12,1,2.1,0.5,1,-7
C=Cc1ccc2c(c1)N(C)C(=C)S2,-6,-20,0.3,-4,0.7,27,1.2,-0.1,2.9,0.6,10
CCC(C)(C)C1CCC2(CC1)NC(CO)(CO)CO2 (stereo unspecified),12,x,0.0,-2,1.1,-6,1.1,-0.7,-0.5,1.1,-12

Structures listed so far that contain fluorine, in the order listed:
Molecule,Lmaj promast,S1P3 antagonist,Hsp70 act,G6PDH counter,Diaph act CS,Diaph inh CS,PMI act hi M6P,DTT redox prof,RAM network inh,PMI act,TLR4-MyD88 BLA
O=C(NN=C1CCCC1)C(=O)Nc1cccc(C(F)(F)F)c1,-4,x,-0.2,-5,0.9,14,0.9,-4.2,0.3,0.9,-17
Cc1ccc(C(=O)C2CCN(CC(=O)N3CCN(c4ccc(F)cc4)CC3)CC2)cc1,89*,-11,-0.2,0,0.9,8,1,-0.3,2.6,1,-17
CCc1c(C)sc2nc3c(C(=O)N4CCOCC4)cc(C(=O)c4cc(F)ccc4O)cn3c(=O)c12,46,-19,-0.3,8,0.7,32,0.8,-1.8,3.4,0.9,10

(next part)
Molecule,Lmaj promast,S1P3 antagonist,Hsp70 act,G6PDH counter,Diaph act CS,Diaph inh CS,PMI act hi M6P,DTT redox prof,RAM network inh,PMI act,TLR4-MyD88 BLA
COc1ccc(C)cc1NC(=O)C(c1ccccc1)N1CCNC(=O)C1 (stereo unspecified),-5,4,-0.3,3,0.9,10,1.1,-0.1,0.8,1.2,3
CC(C)OCCCNc1ncnc2c1cnn2-c1ccccc1,-3,x,-0.1,4,0.9,9,1.1,-0.5,1.8,1.1,16
Cc1cccn2c(=O)c(/C=C(\C#N)S(=O)(=O)c3ccccc3)c(Oc3ccc(Cl)cc3)nc12,47,-1,-0.3,-5,0.9,10,0.9,0.6,4.8,0.9,-7
O=C1c2oc3ccc(Cl)cc3c(=O)c2C(c2cccnc2)N1Cc1ccco1 (stereo unspecified),x,1,x,2,0.9,10,0.9,x,x,1,x
CC(C)C(c1nnnn1C1CCCC1)N1CCN(C(=O)c2ccco2)CC1 (stereo unspecified),4,11,0.0,11,0.9,7,1,2.5,2.5,0.9,-2
Cc1ccc(-c2nc3ccsc3c(=O)[nH]2)cc1,-3,-6,0.0,4,1.1,-8,1,-1.9,-0.7,1.1,-2
COCCN1C(=O)c2ccccc2C(C(=O)Nc2ccc3c(c2)OCCO3)C1c1ccc(F)cc1 (stereo unspecified),4,x,0.0,12,0.9,8,1.1,0.1,3.1,1.1,1
CCc1ccc(C(=O)/C=C/c2cnn(C)c2C)s1,21,x,0.1,-2,0.9,7,1,2.2,0.7,1,-2
CCCn1c2ccccc2c2nnc(SCC(=O)Nc3ncccn3)nc21,4,2,0.1,-26,0.7,33,1.1,0.2,0.4,1,-1
CCNC(=S)Nc1cc(OC)c(NC(=O)c2ccco2)cc1OC,-3,-18,-0.3,6,1,-2,0.7,-0.2,0.3,1,5
CC1(c2cc(C(F)(F)F)n3nc(C(=O)O)cc3n2)CC1,-7,x,0.2,5,1,2,1.1,-0.5,1.2,1.1,-5
Cc1cc(NC(=O)CCOc2ccccc2)no1,-7,-5,-0.3,15,0.9,11,0.9,1.1,x,0.9,-4
COc1ccc(N2CC(O)=C(c3nc(-c4ccc(F)cc4)cs3)C2=N)cc1,3,-19,-0.3,-8,1,-4,1,0.7,4.7,1,-15
C/C(=N\O)C1(C)N(O)C(C)(C)C(c2ccc(Br)cc2)=[N+]1[O-] (stereo unspecified),-5,-29,0.1,-1,0.9,7,0.9,-0.8,1.7,1,6
CC(C)(C)C(=O)OCc1cn(-c2ccccc2)nn1,-4,x,-0.4,1,0.9,7,1.1,-7.2,1.4,1.2,2
CCOC(=O)C1CCN(C(=O)COC(=O)CNC(=O)c2ccc(OC)cc2)CC1,-4,-4,0.1,-1,0.9,12,1,-1.8,-0.1,1,-6
NC(=S)N/N=C/c1ccc(-c2cc(Cl)cc(Cl)c2)o1,97*,x,-0.3,1,0.9,12,1.9,0.2,0.8,1.4,-2
CC1Cc2ccccc2N1C(=O)CSc1nnc2n1C(C)(C)Cc1ccccc1-2 (stereo unspecified),52*,4,-0.4,-1,0.9,15,0.9,0.6,1.5,0.9,13
COc1ccc(S(=O)(=O)CCc2nc3ccccc3s2)cc1,1,-20,0.0,0,0.8,25,0.7,0.1,4.0,0.9,2
CCc1c(C)nc2ncnn2c1NC1CCCc2ccccc21 (stereo unspecified),7,9,-0.1,14,0.8,22,0.9,-0.3,0.8,0.8,-2
CCN(CCCNC(=O)C1CCN(S(=O)(=O)c2c(C)[nH]c(=O)[nH]c2=O)CC1)c1cccc(C)c1,3,x,-0.5,7,0.9,14,1,-0.5,2.3,0.9,0
COc1ccccc1NC(=O)Nc1ccccc1C(N)=O,1,-8,-0.3,-1,1.1,-11,1.1,0.1,2.1,1,-7
C=C(C)C1CC=C(C)/C(=N\NC(=O)CNc2cccc3ccccc23)C1 (stereo unspecified),0,2,-0.2,-23,0.7,26,0.7,1.1,0.9,0.8,10
CCOC(=O)c1ccc2[nH]cc(C(C)=O)c(=O)c2c1,6,x,0.1,4,0.9,7,0.9,2.7,1.6,1,6
CN(C)[C@H]1N(C(=O)c2ccc(Br)cc2)N=C2c3ccccc3S(=O)(=O)N21,4,x,-0.2,-1,0.9,8,1,0.2,2.2,1,-4
CCOC(=O)c1[nH]c2ccc(Br)cc2c1NC(=O)CCN1CCCC(C)(C)C1,4,-6,-0.5,10,0.9,14,0.8,0.0,0.1,0.8,4

2 records drawn at random from the list so far, as already listed:
Molecule,Lmaj promast,S1P3 antagonist,Hsp70 act,G6PDH counter,Diaph act CS,Diaph inh CS,PMI act hi M6P,DTT redox prof,RAM network inh,PMI act,TLR4-MyD88 BLA
CN(C)[C@H]1N(C(=O)c2ccc(Br)cc2)N=C2c3ccccc3S(=O)(=O)N21,4,x,-0.2,-1,0.9,8,1,0.2,2.2,1,-4
CCOC(=O)c1[nH]c2ccc(Br)cc2c1NC(=O)CCN1CCCC(C)(C)C1,4,-6,-0.5,10,0.9,14,0.8,0.0,0.1,0.8,4
